NSD2 inh: inhibitors of human NSD2 methyltransferase. NSD2-SET H3K36me1 DELFIA fluorescence, biochemical. inhibition, % at 12.5 µM. 0.07% of 44,000 active; in the data active = inhibition above about 54%, passing the limit was not always enough;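 also: inhibitors reduce the monomethyl H3K36 fluorescence signal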
Target sequence (O96028 whole entry, looked up): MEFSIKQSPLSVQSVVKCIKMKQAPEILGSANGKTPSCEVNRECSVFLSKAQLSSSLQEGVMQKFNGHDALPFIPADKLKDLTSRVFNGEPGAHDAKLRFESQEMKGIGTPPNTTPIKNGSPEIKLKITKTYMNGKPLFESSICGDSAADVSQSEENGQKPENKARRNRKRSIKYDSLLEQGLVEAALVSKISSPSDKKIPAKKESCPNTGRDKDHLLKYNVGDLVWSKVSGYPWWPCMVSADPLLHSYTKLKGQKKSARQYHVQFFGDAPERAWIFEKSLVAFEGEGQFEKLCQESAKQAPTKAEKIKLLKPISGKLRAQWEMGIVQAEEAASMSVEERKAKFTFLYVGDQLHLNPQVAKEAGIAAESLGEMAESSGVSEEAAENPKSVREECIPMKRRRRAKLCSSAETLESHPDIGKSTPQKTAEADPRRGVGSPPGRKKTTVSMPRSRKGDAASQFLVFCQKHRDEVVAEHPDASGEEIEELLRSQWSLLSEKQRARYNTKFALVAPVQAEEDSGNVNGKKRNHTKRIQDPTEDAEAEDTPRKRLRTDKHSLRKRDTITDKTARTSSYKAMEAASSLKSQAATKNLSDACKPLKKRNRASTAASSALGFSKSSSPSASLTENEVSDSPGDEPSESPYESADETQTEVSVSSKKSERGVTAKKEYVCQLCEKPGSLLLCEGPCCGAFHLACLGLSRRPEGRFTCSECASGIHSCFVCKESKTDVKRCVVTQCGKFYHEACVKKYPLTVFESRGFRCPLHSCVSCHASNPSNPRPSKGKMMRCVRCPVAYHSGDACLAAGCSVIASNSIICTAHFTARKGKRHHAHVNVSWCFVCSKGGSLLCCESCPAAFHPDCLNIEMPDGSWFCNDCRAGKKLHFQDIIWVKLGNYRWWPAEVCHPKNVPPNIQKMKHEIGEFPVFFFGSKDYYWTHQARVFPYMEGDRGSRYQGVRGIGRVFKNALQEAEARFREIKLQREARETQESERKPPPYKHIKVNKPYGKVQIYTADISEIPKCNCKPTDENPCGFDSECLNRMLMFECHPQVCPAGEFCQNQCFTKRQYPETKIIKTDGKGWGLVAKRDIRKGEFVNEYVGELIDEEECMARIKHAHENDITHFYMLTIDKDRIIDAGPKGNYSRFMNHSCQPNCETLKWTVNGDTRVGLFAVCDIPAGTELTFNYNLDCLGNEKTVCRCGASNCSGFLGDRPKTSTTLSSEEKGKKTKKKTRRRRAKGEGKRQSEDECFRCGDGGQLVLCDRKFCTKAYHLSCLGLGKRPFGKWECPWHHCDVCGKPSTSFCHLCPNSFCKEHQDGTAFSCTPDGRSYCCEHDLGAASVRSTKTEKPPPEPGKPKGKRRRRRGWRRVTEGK
* hit, by the source's call.

COc1ccc(NC(=O)Nc2ccc3c(c2)CC(=O)N([C@H](C)CO)C[C@H](C)[C@H](CN(C)Cc2ccc(Cl)c(Cl)c2)O3)cc1
  NSD2 inh = -3

CC(C)CC#Cc1ccc2c(c1)O[C@@H](CN(C)C(=O)CN(C)C)[C@@H](C)CN([C@H](C)CO)S2(=O)=O
  NSD2 inh = -2

C[C@@H]1CN([C@@H](C)CO)C(=O)c2cccc(NC(=O)Nc3ccc(C(F)(F)F)cc3)c2O[C@H]1CN(C)Cc1ccc(Cl)c(Cl)c1
  NSD2 inh = -3

Cc1ccc(S(=O)(=O)N(C)C[C@H]2Oc3ccc(NS(C)(=O)=O)cc3C(=O)N([C@H](C)CO)C[C@@H]2C)cc1
  NSD2 inh = 0

O=C(C[C@H]1C[C@@H]2c3cc(NC(=O)Nc4ccc(F)cc4)ccc3O[C@@H]2[C@@H](CO)O1)NCC1CC1
  NSD2 inh = 8

C[C@@H]1CN([C@H](C)CO)C(=O)c2cc(NS(=O)(=O)c3ccc(Cl)cc3)ccc2O[C@@H]1CN(C)CC1CCCCC1
  NSD2 inh = 3

CNC[C@H]1OCCCC[C@@H](C)Oc2ccc(NS(C)(=O)=O)cc2C(=O)N([C@@H](C)CO)C[C@@H]1C
  NSD2 inh = 2

C[C@H]1CN([C@@H](C)CO)S(=O)(=O)c2ccc(C#CC3(O)CCCC3)cc2O[C@@H]1CN(C)C(=O)Cc1ccccc1
  NSD2 inh = -5

CC(C)NC(=O)Nc1ccc2c(c1)C(=O)N([C@@H](C)CO)C[C@H](C)[C@H](CN(C)Cc1ccncc1)OCCCC[C@@H](C)O2
  NSD2 inh = 1

C[C@@H]1CN([C@@H](C)CO)C(=O)c2cc(NC(=O)Cc3cn(C)c4ccccc34)ccc2O[C@H]1CN(C)C(=O)Nc1ccc2c(c1)OCO2
  NSD2 inh = -13

Cc1ccc(S(=O)(=O)Nc2ccc3c(c2)C(=O)N([C@@H](C)CO)C[C@@H](C)[C@@H](CN(C)C(=O)Nc2ccc4c(c2)OCO4)O3)cc1
  NSD2 inh = 1

C[C@H]1CN([C@@H](C)CO)C(=O)CCCn2cc(nn2)CO[C@@H]1CN(C)C(=O)c1ccncc1
  NSD2 inh = 3

O=C(C[C@@H]1C[C@H]2c3cc(NC(=O)Nc4ccccc4)ccc3O[C@H]2[C@H](CO)O1)NCc1ccccc1
  NSD2 inh = 3

Nc1ccc(-c2cc(=O)c3cc(O)ccc3o2)cc1
  NSD2 inh = 2

COc1ccc(NC(=O)N(C)C[C@H]2Oc3ccc(NS(=O)(=O)c4cccs4)cc3C(=O)N([C@H](C)CO)C[C@H]2C)cc1
  NSD2 inh = 9

COc1cccc(-c2cnc3c(c2)C(=O)N([C@H](C)CO)C[C@@H](C)[C@@H](CN(C)C(=O)Nc2c(C)noc2C)O3)c1
  NSD2 inh = -3

C[C@H]1CN([C@@H](C)CO)C(=O)CCCn2nncc2CO[C@@H]1CN(C)S(C)(=O)=O
  NSD2 inh = -4

C[C@H](CO)N1C[C@H](C)[C@@H](CN(C)Cc2ccccn2)Oc2ncc(C#Cc3cccc(F)c3)cc2C1=O
  NSD2 inh = 9

CCC(=O)N(C)C[C@@H]1Oc2cc(-c3cncnc3)ccc2S(=O)(=O)N([C@@H](C)CO)C[C@H]1C
  NSD2 inh = 2

C[C@H]1CN([C@@H](C)CO)S(=O)(=O)c2ccc(C#CC3CC3)cc2O[C@@H]1CN(C)C(=O)c1ccccn1
  NSD2 inh = -1

COc1ccc([C@H]2C[C@H]3C(Br)=CC2C(=O)[C@]32CO2)cc1
  NSD2 inh = 0

COc1cc(-c2oc3cc(O)cc(O)c3c(=O)c2OC2OC(CO)C(O)C(O)C2O)ccc1O (stereo unspecified)
  NSD2 inh = 38

C[C@@H]1CN([C@@H](C)CO)C(=O)c2ccccc2-c2ccccc2CO[C@@H]1CN(C)S(=O)(=O)CC(F)(F)F
  NSD2 inh = 23

C[C@H]1CN([C@@H](C)CO)C(=O)c2cc(NC(=O)Nc3ccc(F)cc3)ccc2O[C@@H]1CN(C)Cc1ccc2c(c1)OCO2
  NSD2 inh = -13

C[C@H]1CN([C@@H](C)CO)C(=O)c2cc(NS(C)(=O)=O)ccc2O[C@@H]1CN(C)Cc1ccccc1
  NSD2 inh = -1

C[C@@H]1CN([C@H](C)CO)C(=O)CCCn2nncc2CO[C@H]1CN(C)C(=O)c1ccc2ccn(C)c2c1
  NSD2 inh = 2

C[C@@H]1CN([C@@H](C)CO)C(=O)c2cccc(NC(=O)c3ccncc3)c2O[C@H]1CN(C)C(=O)Nc1ccccc1
  NSD2 inh = -4

O=C(C[C@@H]1C[C@H]2c3cc(NC(=O)Cc4ccncc4)ccc3O[C@H]2[C@H](CO)O1)NCCN1CCCCC1
  NSD2 inh = 13

COCC#Cc1ccc2c(c1)O[C@@H](CN(C)C(=O)NC(C)C)[C@H](C)CN([C@@H](C)CO)S2(=O)=O
  NSD2 inh = 12

CCCNC(=O)N(C)C[C@H]1Oc2ncc(C#CCC(C)C)cc2C(=O)N([C@@H](C)CO)C[C@H]1C
  NSD2 inh = 1

CN(C)CC(=O)Nc1ccc2c(c1)[C@H]1C[C@@H](CC(=O)NCCc3ccccc3)O[C@H](CO)[C@H]1O2
  NSD2 inh = -1

C[C@H]1CN([C@@H](C)CO)C(=O)c2cccc(NC(=O)c3ccncc3)c2O[C@H]1CN(C)Cc1ccc(C(=O)O)cc1
  NSD2 inh = 46

C[C@H](CO)N1C[C@H](C)[C@@H](CN(C)C)Oc2ccc(NC(=O)CCC(F)(F)F)cc2CC1=O
  NSD2 inh = -3

Cc1noc(C)c1NC(=O)N(C)C[C@H]1Oc2ccc(NC(=O)Cc3cn(C)c4ccccc34)cc2C(=O)N([C@@H](C)CO)C[C@@H]1C
  NSD2 inh = 0

CC(C)NC(=O)N(C)C[C@H]1Oc2ccc(NC(=O)Cc3ccccc3)cc2C(=O)N([C@@H](C)CO)C[C@@H]1C
  NSD2 inh = -2

Cc1noc(C)c1NC(=O)Nc1ccc2c(c1)C(=O)N([C@H](C)CO)C[C@@H](C)[C@H](CN(C)Cc1ccc(C(=O)O)cc1)OCCCC[C@H](C)O2
  NSD2 inh = -1

CC(C)NC(=O)N(C)C[C@H]1OCCCC[C@@H](C)Oc2ccc(NC(=O)CCC(F)(F)F)cc2C(=O)N([C@H](C)CO)C[C@H]1C
  NSD2 inh = 1

Cc1noc(C)c1NC(=O)Nc1ccc2c(c1)C(=O)N([C@H](C)CO)C[C@H](C)[C@H](CN(C)Cc1ccc(Cl)c(Cl)c1)O2
  NSD2 inh = -5

C[C@@H]1CN([C@@H](C)CO)C(=O)c2cc(NC(=O)C3CCCCC3)ccc2O[C@H]1CN(C)Cc1ccc(Oc2ccccc2)cc1
  NSD2 inh = -7

C[C@@H]1CCCCO[C@H](CN(C)C(=O)NC2CCCCC2)[C@H](C)CN([C@@H](C)CO)C(=O)c2cc(NC(=O)C3CCCCC3)ccc2O1
  NSD2 inh = -2

C[C@H]1CN([C@@H](C)CO)S(=O)(=O)c2ccc(-c3ccc(C#N)cc3)cc2O[C@@H]1CN(C)C(=O)Nc1cc(F)ccc1F
  NSD2 inh = -3

C[C@@H]1CN([C@H](C)CO)C(=O)c2cc(NS(=O)(=O)c3cn(C)cn3)ccc2O[C@@H](C)CCCCO[C@@H]1CN(C)C(=O)c1ccncc1
  NSD2 inh = 0

C[C@@H]1CN([C@@H](C)CO)C(=O)c2cc(N(C)C)ccc2O[C@@H](C)CCCCO[C@@H]1CN(C)S(=O)(=O)c1cccs1
  NSD2 inh = 2

Cc1noc(C)c1NC(=O)Nc1ccc2c(c1)C(=O)N([C@@H](C)CO)C[C@H](C)[C@@H](CN(C)C)OCCCC[C@H](C)O2
  NSD2 inh = 7

CC(C)C#Cc1ccc2c(c1)O[C@H](CN(C)C(=O)c1ccccc1)[C@@H](C)CN([C@H](C)CO)S2(=O)=O
  NSD2 inh = 2

C[C@@H]1CCCCO[C@H](CN(C)C(=O)Nc2ccc(C(F)(F)F)cc2)[C@@H](C)CN([C@H](C)CO)C(=O)c2cc(NC(=O)CCC(F)(F)F)ccc2O1
  NSD2 inh = 6

C[C@H]1CN([C@@H](C)CO)C(=O)c2cc(C#CCN(C)C)cnc2O[C@H]1CN(C)C(=O)c1ccc2c(c1)OCO2
  NSD2 inh = -3

C[C@H]1CN([C@@H](C)CO)C(=O)c2cc(NC(=O)C3CCCCC3)ccc2O[C@H]1CN(C)C(=O)Nc1ccc(F)cc1
  NSD2 inh = 1

CC(C)CC#Cc1cnc2c(c1)C(=O)N([C@@H](C)CO)C[C@H](C)[C@@H](CN(C)CC1CCOCC1)O2
  NSD2 inh = 1

C[C@H]1CN([C@@H](C)CO)C(=O)c2cccc(NS(=O)(=O)c3ccc(Cl)cc3)c2O[C@H]1CN(C)Cc1ccc2c(c1)OCO2
  NSD2 inh = -5

C[C@H]1CN([C@@H](C)CO)C(=O)Cc2cc(NC(=O)Cc3cn(C)c4ccccc34)ccc2O[C@H]1CN(C)Cc1ccccc1
  NSD2 inh = 1

Cc1ccc(-c2ccc3c(c2)O[C@@H](CN(C)C(=O)C2CCCCC2)[C@@H](C)CN([C@@H](C)CO)S3(=O)=O)cc1
  NSD2 inh = -8

Cc1ccc(S(=O)(=O)N(C)C[C@H]2Oc3ccc(NS(=O)(=O)c4ccc(Cl)cc4)cc3C(=O)N([C@H](C)CO)C[C@H]2C)cc1
  NSD2 inh = -12

C[C@@H]1CCCCO[C@H](CN(C)C)[C@H](C)CN([C@@H](C)CO)C(=O)c2cc(NS(C)(=O)=O)ccc2O1
  NSD2 inh = -2

C[C@]12CC[C@@H]3c4ccc(OS(=O)(=O)O)cc4CC[C@H]3[C@@H]1CCC2=O
  NSD2 inh = 0

C[C@@H]1CN([C@@H](C)CO)C(=O)Cc2cc(NC(=O)C3CC3)ccc2O[C@H]1CN(C)S(=O)(=O)c1ccccc1
  NSD2 inh = -9

C[C@@H]1CCCCO[C@H](CN(C)C(=O)Nc2ccc3c(c2)OCO3)[C@@H](C)CN([C@@H](C)CO)C(=O)c2cc(NS(=O)(=O)c3cccs3)ccc2O1
  NSD2 inh = 0

C[C@@H]1CN([C@@H](C)CO)C(=O)c2cccc(N(C)C)c2O[C@@H]1CN(C)C(=O)Nc1ccc(C(F)(F)F)cc1
  NSD2 inh = -5

COc1ccc(S(=O)(=O)N(C)C[C@H]2OCCCC[C@H](C)Oc3ccc(NC(=O)Nc4cccc5ccccc45)cc3C(=O)N([C@@H](C)CO)C[C@H]2C)cc1
  NSD2 inh = 3

C[C@H](O)C#Cc1ccc2c(c1)O[C@H](CN(C)C(=O)CN(C)C)[C@@H](C)CN([C@H](C)CO)S2(=O)=O
  NSD2 inh = 1

A second format for some results above.
Compound | NSD2 inh
Cc1ccc(-c2ccc3c(c2)O[C@@H](CN(C)C(=O)C2CCCCC2)[C@@H](C)CN([C@@H](C)CO)S3(=O)=O)cc1 | -8
Cc1ccc(S(=O)(=O)N(C)C[C@H]2Oc3ccc(NS(=O)(=O)c4ccc(Cl)cc4)cc3C(=O)N([C@H](C)CO)C[C@H]2C)cc1 | -12

(listing goes on)
C[C@H]1CN([C@@H](C)CO)C(=O)Cc2cc(NC(=O)Nc3ccc(F)cc3)ccc2O[C@@H]1CN(C)CC1CC1
  NSD2 inh = -6

Cc1nc(C)c(-c2ccnc(C34CC5CC(CC(C5)C3)C4)n2)o1
  NSD2 inh = -7

CNC[C@H]1Oc2ccc(NC(=O)Cn3cnnn3)cc2CC(=O)N([C@H](C)CO)C[C@@H]1C
  NSD2 inh = 4

C[C@@H]1CN([C@H](C)CO)S(=O)(=O)c2ccc(C3=CCCCC3)cc2O[C@H]1CN(C)C(=O)Cc1ccccc1
  NSD2 inh = 2

C[C@H]1CN([C@@H](C)CO)C(=O)c2cc(-c3ccncc3)cnc2O[C@@H]1CN(C)Cc1cccnc1
  NSD2 inh = 0

C[C@H](CO)N1C[C@H](C)[C@H](CN(C)Cc2ccc(-c3ccccc3)cc2)Oc2ccc(NC(=O)c3ccncc3)cc2CC1=O
  NSD2 inh = 0

C[C@@H]1CN([C@H](C)CO)C(=O)c2cccc(NC(=O)Nc3ccc(C(F)(F)F)cc3)c2O[C@H]1CN(C)C(=O)NC1CCCCC1
  NSD2 inh = -4

C=C1C(=O)O[C@H]2C[C@@H](C)[C@@H]3CCC(=O)[C@@]3(C)C[C@H]12
  NSD2 inh = -8

Cc1noc(C)c1S(=O)(=O)N(C)C[C@@H]1Oc2ccc(NS(=O)(=O)c3ccc(F)cc3)cc2CC(=O)N([C@@H](C)CO)C[C@H]1C
  NSD2 inh = -4

COc1ccc(NC(=O)N(C)C[C@H]2OCc3ccccc3-c3ccccc3C(=O)N([C@@H](C)CO)C[C@H]2C)c(OC)c1
  NSD2 inh = 4

C[C@H]1CN([C@@H](C)CO)C(=O)c2cccc(NC(=O)Nc3ccc(C(F)(F)F)cc3)c2O[C@@H]1CN(C)Cc1ccc(C(=O)Nc2ccccc2N)cc1
  NSD2 inh = 1

C[C@@H](NC(=O)C[C@H]1C[C@@H]2c3cc(NS(C)(=O)=O)ccc3O[C@@H]2[C@@H](CO)O1)c1ccccc1
  NSD2 inh = 6

C[C@@H]1CN([C@H](C)CO)C(=O)c2cc(NS(C)(=O)=O)ccc2O[C@@H]1CN(C)S(=O)(=O)c1ccc(F)cc1
  NSD2 inh = 0

OC[C@H]1O[C@@H](OCc2ccccc2)[C@H](O[C@@H]2OC[C@](O)(CO)[C@H]2O)[C@@H](O)[C@@H]1O
  NSD2 inh = -1

C[C@H]1CN([C@@H](C)CO)C(=O)c2cc(NC(=O)c3ccncc3)ccc2O[C@@H]1CN(C)S(=O)(=O)c1ccccc1
  NSD2 inh = 1

COc1ccc(S(=O)(=O)Nc2ccc3c(c2)C(=O)N([C@@H](C)CO)C[C@@H](C)[C@@H](CN(C)Cc2ccc(C(F)(F)F)cc2)O3)cc1
  NSD2 inh = -2

C[C@@H]1CN([C@@H](C)CO)C(=O)c2cc(NC(=O)CCC(F)(F)F)ccc2O[C@@H]1CN(C)S(=O)(=O)c1ccc(Cl)cc1
  NSD2 inh = 10

CC(C)C#Cc1ccc2c(c1)O[C@H](CN(C)C(=O)NC(C)C)[C@@H](C)CN([C@@H](C)CO)S2(=O)=O
  NSD2 inh = -2

C[C@@H](O)CNC(C)(C)CC(=O)N[C@@H]1CCc2ccccc2N(Cc2ccc(-c3ccccc3-c3nn[nH]n3)cc2)C1=O
  NSD2 inh = 8

C[C@H](CO)N1C[C@H](C)[C@H](CN(C)C(=O)Nc2ccc(F)cc2)Oc2ncc(-c3cccc(C(F)(F)F)c3)cc2C1=O
  NSD2 inh = -5

Screens: PubChem, Broad Institute

This is a subset, so the mix of outcomes need not match the whole.
